Bioassay records as filed in PubChem BioAssay.
Lmaj promast: reduces viability of Leishmania major promastigotes | resazurin fluorescence viability | inhibition, % at 10 µM | 200,000 compounds, 9% hits | AID 1063; in the data active = inhibition above about 50%;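 note: promastigotes grown with compound for 44 hours at 28 °C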
TLR4-MyD88 BLA: blocks binding of human TLR4 to MyD88. 200,000 compounds, 0.18% hits. inhibition, % at 8.4 µM. AID 861. O00206+Q99836. HeLa CL3-4 TLR4/MyD88 BLA complementation, FRET ratio; in the data active = inhibition above about 25%;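 note: 0% = vehicle and 100% = reference inhibitor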
PPARg SRC1 recr: promotes SRC-1 coactivator recruitment by human PPARgamma. 200,000 compounds, 0.41% hits. PPARgamma-SRC-1 coactivator recruitment biochemical assay. activation, % at 8 µM; in the data active = activation above about 19%;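 note: 0% = DMSO and 100% = reference agonist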
Target sequence (P37231 whole entry, looked up): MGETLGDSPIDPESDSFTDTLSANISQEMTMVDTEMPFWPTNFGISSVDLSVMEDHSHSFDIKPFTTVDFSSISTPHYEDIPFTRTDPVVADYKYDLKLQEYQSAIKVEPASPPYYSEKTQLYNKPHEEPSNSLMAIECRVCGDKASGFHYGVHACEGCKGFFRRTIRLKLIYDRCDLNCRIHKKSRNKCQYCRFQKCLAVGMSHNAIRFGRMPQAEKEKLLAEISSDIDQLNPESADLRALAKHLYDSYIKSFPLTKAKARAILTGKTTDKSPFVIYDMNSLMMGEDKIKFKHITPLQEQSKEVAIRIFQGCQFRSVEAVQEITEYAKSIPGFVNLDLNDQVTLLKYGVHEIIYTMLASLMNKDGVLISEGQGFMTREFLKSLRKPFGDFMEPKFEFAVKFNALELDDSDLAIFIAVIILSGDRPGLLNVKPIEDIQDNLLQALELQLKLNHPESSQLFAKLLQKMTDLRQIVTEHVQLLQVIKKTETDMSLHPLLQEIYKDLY
S1P3 antagonist: blocks the human S1P3 receptor | Q99500 | CHO S1P3 NFAT-BLA reporter, FRET fluorescence, antagonist mode | inhibition, % at 4.98 µM | 170,000 compounds, 0.27% hits;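 active = inhibition above the plate cutoff, the mean inhibition of test wells on that plate plus 3 SD, cut at about 28% in these data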;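 note: cells challenged with S1P at its EC80 of 0.8 µM; blue over green emission ratio from cleaved BLA substrate after 4 h stimulation; 0% = S1P-stimulated wells and 100% = unstimulated DMSO-only wells; some compounds past the cut are filed as inactive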
Target sequence (Q99500 whole entry, looked up): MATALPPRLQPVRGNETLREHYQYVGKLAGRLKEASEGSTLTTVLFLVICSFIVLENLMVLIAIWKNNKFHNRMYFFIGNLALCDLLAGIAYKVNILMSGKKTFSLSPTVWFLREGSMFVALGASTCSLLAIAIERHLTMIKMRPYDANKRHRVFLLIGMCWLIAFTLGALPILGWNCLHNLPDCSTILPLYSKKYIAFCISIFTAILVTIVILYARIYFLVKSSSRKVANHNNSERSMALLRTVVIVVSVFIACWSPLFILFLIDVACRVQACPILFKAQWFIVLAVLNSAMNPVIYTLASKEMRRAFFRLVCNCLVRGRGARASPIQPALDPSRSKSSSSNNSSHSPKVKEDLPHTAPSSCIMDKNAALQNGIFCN
PPARg SRC2 recr: PPARgamma-driven SRC-2 recruitment agonism; AID 1032; activation, % at 8 µM; 200,000 compounds, 0.34% hits; P37231; PPARgamma LBD-SRC-2 recruitment, biochemical; in the data active = activation above about 22%;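 note: 0% = vehicle and 100% = reference agonist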
bIAP inh: intestinal alkaline phosphatase (bovine) inhibition. purified bovine IAP, CDP-star luminescence, 30 min. 190,000 tested, under 10 active. inhibition, % at 20 µM;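 active = over 50% inhibition of intestinal alkaline phosphatase at 20 µM in the single-dose screen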
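System: purified bovine intestinal alkaline phosphatase (IAP) enzyme; Input: IAP diluted 1/65,000,000 in the well; Measured by: CDP-star luminescence signal; Compound dosing: 20 µM single dose; Incubation: 30 min reaction at room temperature.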
Redox H2O2 prof: compounds producing H2O2 with reducing agent – biochemical, NIH compound library profiling, artefact control for MLSCN library redox annotation, primary screen. 200,000 compounds, 0.03% hits. activation, % at 10 µM. DTT-dependent redox cycling H2O2, phenol red/HRP absorbance; 100% = 100 µM peroxide control, 0% = buffer. AID 878;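 active = activation of at least 50% relative to the plate's high and low controls in the primary single-dose screen; inactive = activation below 50%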;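 note: compound incubated with DTT at 0.8 mM final as the reducing agent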
PPARg SRC-3 ag: PPARgamma-driven SRC-3 recruitment agonism. P37231. biochemical PPARgamma/SRC-3 coactivator recruitment assay. activation, % at 8 µM. 200,000 compounds, 0.26% hits; in the data active = activation above about 23%;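 note: 0% = DMSO and 100% = reference agonist; some compounds past the cut are filed as inactive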
SRC2 TRFRET art: flags TR-FRET format artefacts in PPARgamma SRC-2 recruitment agonist screen. TR-FRET artefact counter-screen; active compounds read high. 200,000 compounds, 0.4% hits. TR-FRET ratio at 8 µM; in the data active = TR-FRET ratio above about 2000; note: inactives centre near 1500; reference of the scale not given here
ROMK primary: modulates human ROMK potassium channel activity; P48048; Tet-inducible ROMK, thallium flux fluorescence; actives lie on both sides; B-score at 10 µM; 130,000 compounds, 2% hits;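 active = signal ratio slope over the read window, or its plate-corrected B-score, at least 3 SD from the plate mean, either direction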;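 note: B-score of the F/F0 ratio slope over 7 to 12 s after thallium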
bIAP act: intestinal alkaline phosphatase (bovine) activation; purified bovine IAP, CDP-star luminescence, 30 min; active compounds read high; fold of DMSO-control signal, blank-subtracted; AID 1016; activation factor at 20 µM; 200,000 compounds, 0.17% hits;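 active = activation factor of 2 or more at 20 µM, a signal rise over negative controls twice the positive control's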
Starred values were filed as active, the others as inactive; x = no result given.

1	CCCN(CCC)CCCNC(=O)CNC(=O)c1nn(-c2ccc(OC)cc2)c(=O)c2ccccc12
2	CC/S(CC1CC1(Cl)Cl)=N\S(=O)(=O)c1ccc(C)cc1 (stereo not drawn)
3	O=c1c2sccc2n(Cc2cccc(F)c2)c(=O)n1-c1ccc(F)cc1
4	O=C(NC(=S)Nc1ccc(Br)cn1)c1cncc(Br)c1
5	Cc1nc(SCc2ccccc2C)n[nH]1
compound no.	1	2	3	4	5
Redox H2O2 prof	-2.6	-0.2	-0.1	-9.9	2.3
ROMK primary	0.95	-0.59	0.065	0.19	x
Lmaj promast	1	-7	-5	-5	2
PPARg SRC1 recr	6	2	-5	1	0
bIAP act	1.1	1	0.9	1	1.3
TLR4-MyD88 BLA	13	-3	3	-6	-6
bIAP inh	-10	4	9	4	-29
PPARg SRC-3 ag	4	-1	-1	6	-4
S1P3 antagonist	-2	x	-7	x	-8
PPARg SRC2 recr	3	8	-4	4	-8
SRC2 TRFRET art	1849	1642	1678	1586	1440

6	CN(C)n1cnc2ccsc2c1=O
7	CN(C)/C(=N\OC(=O)c1ccccc1)c1nonc1N
8	O=C(CN1CCN(Cc2ccc(Cl)cc2)C1=O)NCCCN1CCOCC1
9	COC(=O)C(Cc1ccccc1)NC(=S)NC(=O)c1ccccc1 (stereo not drawn)
10	COc1ccc(-n2ncc3c(N4CCCCC4)ncnc32)cc1
compound no.	6	7	8	9	10
Redox H2O2 prof	-0.1	-0.6	-2.9	-2.0	-1.1
ROMK primary	1.5	x	x	-1.8	x
Lmaj promast	0	34	-3	14	8
PPARg SRC1 recr	-5	2	4	-6	8
bIAP act	0.9	1.1	1.1	1.1	1
TLR4-MyD88 BLA	-3	4	-2	-1	5
bIAP inh	6	-7	-5	-13	3
PPARg SRC-3 ag	0	-1	-1	1	1
S1P3 antagonist	-10	-6	x	20	-11
PPARg SRC2 recr	-7	-1	5	11	4
SRC2 TRFRET art	1399	1716	1718	1508	1498

11	COC(=O)NCC(c1cccnc1)N1CCN(c2ccccc2OC)CC1 (stereo not drawn)
12	O=C(CSC1=Nc2ccccc2C2=NC(Cc3c[nH]c4ccccc34)C(=O)N12)NC1CCCCC1 (stereo not drawn)
13	COc1ccc(Cl)cc1S(=O)(=O)n1nnc2ccccc21
14	COCCNC(=O)CCCn1c(=O)c2ccccc2n(CC(=O)NCCC2=CCCCC2)c1=O
15	Cc1cc(N2CCOCC2)nc2cc(O)ccc12
compound no.	11	12	13	14	15
Redox H2O2 prof	-0.3	0.0	1.6	-0.7	-1.2
ROMK primary	-0.51	-2.8	x	x	x
Lmaj promast	70*	10	-6	3	-7
PPARg SRC1 recr	-2	4	2	2	6
bIAP act	1.1	1	0.9	1	1
TLR4-MyD88 BLA	2	-5	-4	-6	-1
bIAP inh	-8	2	14	4	1
PPARg SRC-3 ag	-2	-3	3	-4	3
S1P3 antagonist	-1	x	-37	-31	-3
PPARg SRC2 recr	-4	-5	-4	0	8
SRC2 TRFRET art	1439	1236	1442	1277	1590

16	Cc1c(Cl)cccc1NC(=O)Cn1cccc1
17	Cc1ccsc1/C=N/NC(=O)CNC(=O)c1cccc([N+](=O)[O-])c1C
18	CC(C)CCNCC(O)CON=C1c2ccccc2-c2ccccc21 (stereo not drawn)
19	O=C(CCCN1C(=O)c2cccnc2C1=O)N1CC(=O)N(CCc2ccccc2)C(=O)C1
20	C=CCn1c(-c2ccc(N)cc2)nc2ccccc21
compound no.	16	17	18	19	20
Redox H2O2 prof	1.5	-0.6	0.0	1.7	-0.2
ROMK primary	0.0024	0.15	-1.1	x	x
Lmaj promast	-5	11	88*	-5	24
PPARg SRC1 recr	2	5	-3	-2	0
bIAP act	0.9	0.9	1	1	0.8
TLR4-MyD88 BLA	1	-4	-1	-9	5
bIAP inh	9	10	-5	4	22
PPARg SRC-3 ag	-5	7	-2	-5	4
S1P3 antagonist	16	-23	-9	-12	-9
PPARg SRC2 recr	-2	3	-6	8	11
SRC2 TRFRET art	1467	1704	1386	1507	1573

21	CCc1ccc(NS(=O)(=O)c2ccc3[nH]c(=O)[nH]c3c2)cc1
22	O=C(Nc1ccc(O)c(-c2nc3ccccc3o2)c1)C1(c2ccc(Br)cc2)CCCC1
23	CNC(=O)CCn1nc(-c2ccccc2)c2ccccc2c1=O
24	Cc1c(N(C(=O)Cc2cccs2)C2(C(=O)NC3CCCC3)CCCCC2)c(=O)n(-c2ccccc2)n1C
25	Oc1ccc(C2C(c3ccccc3)=NN=C(c3ccc(Cl)cc3)N2O)c(O)c1 (stereo not drawn)
compound no.	21	22	23	24	25
Redox H2O2 prof	-0.8	1.0	2.0	-0.2	0.0
ROMK primary	1	x	0.37	-0.51	-1.1
Lmaj promast	5	-2	-4	-5	4
PPARg SRC1 recr	-4	-2	0	-7	-3
bIAP act	1	1	0.9	1	1
TLR4-MyD88 BLA	3	-1	-6	-5	-2
bIAP inh	-1	-2	11	-5	1
PPARg SRC-3 ag	-5	2	-2	2	-1
S1P3 antagonist	-18	-14	x	-18	12
PPARg SRC2 recr	1	-5	-7	0	-6
SRC2 TRFRET art	1432	1665	1511	1823	1432

26	CCCCSC1=C(C#N)C(c2ccccc2C)CC(=O)N1 (stereo not drawn)
27	Cc1cc2c(c(SCC(=O)NCCc3ccccc3)n1)C(=O)OC2
28	CC(C)CNC(=O)CSc1nc2nn(-c3ccccc3)c(=O)c-2c2n1CCCCC2
29	CC(=O)NC(Cc1ccc(F)c(F)c1)C(=O)NC1CCN(c2nnnn2-c2ccccc2)CC1 (stereo not drawn)
30	C=CC(O)(C#CCN(CC)CC)c1ccccc1 (stereo not drawn)
compound no.	26	27	28	29	30
Redox H2O2 prof	0.1	0.7	-0.3	-0.1	3.0
ROMK primary	x	x	0.51	0.007	x
Lmaj promast	2	-8	2	10	-3
PPARg SRC1 recr	-1	1	-1	-2	-5
bIAP act	0.9	0.9	1.3	1.1	1
TLR4-MyD88 BLA	-6	2	6	8	7
bIAP inh	11	8	-31	-8	2
PPARg SRC-3 ag	10	-5	2	-3	-15
S1P3 antagonist	102*	x	-14	-10	5
PPARg SRC2 recr	-3	1	-6	-2	0
SRC2 TRFRET art	1600	1462	1531	1515	1392

31	Cc1c(Cc2ccccc2)sc(N)c1C(N)=O
32	CC(=O)OCC(=O)NCC(=O)c1c[nH]c2ccccc12
33	Cc1ccc(NC(=O)CN(C)C(=O)CSc2nncn2C)cc1
34	Cn1c(=S)n(/N=C/c2ccc3c(c2)OCO3)c2ccccc21
35	O=C1Nc2cc(C(=O)N3CCOCC3)ccc2SC1N1CCOCC1 (stereo not drawn)
compound no.	31	32	33	34	35
Redox H2O2 prof	3.3	-0.7	0.1	0.9	0.2
ROMK primary	x	0.0033	-0.82	x	0.85
Lmaj promast	-7	-4	-5	-2	-2
PPARg SRC1 recr	3	8	1	2	1
bIAP act	0.9	1.1	1	0.9	1
TLR4-MyD88 BLA	-11	1	-1	-1	-1
bIAP inh	12	-9	-4	13	-4
PPARg SRC-3 ag	2	6	6	5	-12
S1P3 antagonist	-16	-11	x	-5	15
PPARg SRC2 recr	-2	17	8	-7	2
SRC2 TRFRET art	1615	1777	1512	1483	1549

Complete entries, quoted from the list. Values in the order: Redox H2O2 prof, ROMK primary, Lmaj promast, PPARg SRC1 recr, bIAP act, TLR4-MyD88 BLA, bIAP inh, PPARg SRC-3 ag, S1P3 antagonist, PPARg SRC2 recr, SRC2 TRFRET art
`Cn1c(=S)n(/N=C/c2ccc3c(c2)OCO3)c2ccccc21` is listed with 0.9, x, -2, 2, 0.9, -1, 13, 5, -5, -7, 1483
`O=C1Nc2cc(C(=O)N3CCOCC3)ccc2SC1N1CCOCC1` (stereo not drawn) is listed with 0.2, 0.85, -2, 1, 1, -1, -4, -12, 15, 2, 1549
`Cc1ccc(NC(=O)CN(C)C(=O)CSc2nncn2C)cc1` is listed with 0.1, -0.82, -5, 1, 1, -1, -4, 6, x, 8, 1512
`Cc1c(Cc2ccccc2)sc(N)c1C(N)=O` is listed with 3.3, x, -7, 3, 0.9, -11, 12, 2, -16, -2, 1615
`CC(=O)OCC(=O)NCC(=O)c1c[nH]c2ccccc12` is listed with -0.7, 0.0033, -4, 8, 1.1, 1, -9, 6, -11, 17, 1777

More results follow:
36	O=C(NNC1=NCCCCC1)c1ccccc1
37	COc1ccc(OCC(=O)NNC(=O)c2cc3ccccc3o2)cc1
38	O=C(Nc1c2c(nn1-c1ccc(F)cc1)CS(=O)(=O)C2)c1ccc(S(=O)(=O)N2CCOCC2)cc1
39	CC(=O)Nc1ccc(C(=O)c2ccccc2)cc1
40	COc1ccccc1C(=O)OCCN1CCOCC1
compound no.	36	37	38	39	40
Redox H2O2 prof	-0.8	-0.3	-1.1	-1.1	0.0
ROMK primary	1.1	-0.35	-0.27	0.49	1.3
Lmaj promast	-12	-13	-2	-8	-3
PPARg SRC1 recr	-2	9	6	-3	8
bIAP act	1	0.9	1	1	1
TLR4-MyD88 BLA	-6	-3	-1	-4	-6
bIAP inh	0	9	0	-4	1
PPARg SRC-3 ag	1	2	9	-1	5
S1P3 antagonist	x	-66	-33	-46	x
PPARg SRC2 recr	12	-1	14	4	3
SRC2 TRFRET art	1505	1732	1659	1699	1642

41	Fc1cccc(CN2CCN(c3nc4nonc4nc3NC3CC3)CC2)c1
42	O=C(CSc1nnc(COc2cccc3cccnc23)o1)N1CCc2ccccc21
43	O=C(C(=O)N1CCN(c2ccccc2)CC1)c1c[nH]c2ccccc12
44	CC1(C(=O)NCc2ccc(Cl)c(Cl)c2)Oc2cccnc2NC1=O (stereo not drawn)
45	Cc1cc(C)c(OCCCCNCc2ccccc2)c(Cl)c1
46	Cc1ccc(N2C(=O)CC(N(CCc3ccccc3)C(=S)Nc3ccc(N(C)C)cc3)C2=O)cc1 (stereo not drawn)
47	CCCc1cc(C(=O)NCc2ccccc2)no1
48	CS(=O)(=O)N(CC(=O)N/N=C/c1ccco1)c1ccccc1Br
compound no.	41	42	43	44	45	46	47	48
Redox H2O2 prof	-1.0	2.4	0.2	-1.0	-0.6	1.9	-0.1	-0.3
ROMK primary	0.2	-1.1	x	-1.4	0.046	x	x	0.058
Lmaj promast	13	-5	12	-3	97*	31	-13	2
PPARg SRC1 recr	-9	20*	-5	6	4	13	3	8
bIAP act	1	1	1	1.1	1	1	0.7	1.4
TLR4-MyD88 BLA	-6	-12	2	-3	-5	-7	2	5
bIAP inh	3	-2	2	-5	2	2	26	-36
PPARg SRC-3 ag	-2	14	0	-3	16	5	4	-1
S1P3 antagonist	-16	0	-6	-11	x	x	-2	-5
PPARg SRC2 recr	0	0	5	-3	2	4	1	2
SRC2 TRFRET art	1792	1448	1321	1670	1713	1395	1561	1550
